XIAP displacement – XIAP antagonists, biochemical, IAP family, fluorescence polarization (AID 1018); 200,000 compounds, 0.007% hits; E3 ubiquitin-protein ligase XIAP (Homo sapiens); XIAP BIR domain, fluorescence polarization peptide displacement; higher % means a stronger effect; displacement, % at 20 µM; hits with a dose series show IC50 in µM; in the data active = displacement above about 50%; also: a part of the inactive calls stands beside numbers as strong as those of hits
human PMI inhibition – inhibitors of human PMI, primary screen, biochemical, fluorescence intensity, coupled assay (AID 1209); Mannose-6-phosphate isomerase (Homo sapiens); purified PMI enzyme, coupled fluorescence intensity; higher % means a stronger effect; inhibition, % at 20 µM; hits with a dose series show IC50 in µM; 190,000 compounds, 0.42% hits;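 also: plate controls were DMSO vehicle for no effect and wells lacking substrate for full effect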
P. falciparum M1AAP – P. falciparum M1AAP inhibitors, biochemical, fluorogenic H-Leu-NHMec substrate, 1536-well (AID 1445) | recombinant M1AAP, H-Leu-NHMec fluorogenic kinetic assay; higher % means a stronger effect | one-dose inhibition, % at 30 µM; IC50 in µM for titrated hits | 220,000 compounds, 0.42% hits;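 active = primary inhibition above the hit cutoff, then over 50% inhibition at one or more dose response concentrations, cut at about 23% in these data, passing the limit was not always enough; inconclusive = conflicting primary data, or primary hits not chosen for dose response; inactive = low primary inhibition, or under 50% at every dose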;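 also: plate controls were DMSO full reaction for no effect and no enzyme background for full effect; strong numbers were not always called active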
P. falciparum M17LAP – P. falciparum M17LAP inhibitors, primary screen, biochemical, fluorogenic H-Leu-NHMec substrate, 1536-well (AID 1619) | Leucine aminopeptidase (Plasmodium falciparum (isolate 3D7)) | recombinant M17LAP, H-Leu-NHMec fluorogenic kinetic assay; higher % means a stronger effect | inhibition, % at 30 µM; hits with a dose series show IC50 in µM | 220,000 compounds, 0.38% hits;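 active = compound inhibiting the enzyme by more than half at any dose during confirmatory dose-response retesting; inconclusive = strong single-dose inhibitors picked by rank but not retested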;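 also: plate controls were full reaction with DMSO carrier for no effect and no enzyme background for full effect; strong numbers were not always called active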
Dynein cargo inh – inhibitors of GR-EGFP nuclear translocation, primary screen, dynein cargo transport inhibitor project, imaging, high-content, 3617.4 mouse cells; z-score, hits read low; test concentration mostly 20 µM; stimulated with dexamethasone, 1 µM; stronger effect = lower value; 220,000 compounds, 0.47% hits;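 active = plate z-score of nuclear minus cytoplasmic receptor signal below a set negative limit, without overly bright fluorescence or cell loss, cut at about -3.5 in these data, passing the limit was not always enough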;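 also: z-score of nuclear minus cytoplasmic ring GR-EGFP intensity difference per well; some compounds called inactive have numbers as strong as hits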
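Buffer or medium: tet-free, stripped-serum medium; Also added: dexamethasone, 1.0 µM final; Technique: high-content fluorescence imaging after fixation; Times: 48 h induction, 1 h compound, 30 min dex at 37 °C; Read-out: per-cell GR-EGFP intensity, nucleus versus surrounding cytoplasmic ring, well-averaged.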
LYP phosphatase – inhibitors of LYP phosphatase, biochemical, fluorescence intensity, uHTS (AID 1779). recombinant LYP phosphatase, fluorescence intensity; higher % means a stronger effect. inhibition, % at 11.5 µM; hits with a dose series show IC50 in µM. 290,000 compounds, 0.054% hits;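 also: plate controls were vehicle with enzyme for no effect and no enzyme for full effect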
AID2073 – inhibitors of Mint1-CaV2.2 protein interaction, biochemical, HTRF (AID 2073). 290,000 compounds, 0.19% hits. HTRF protein-protein interaction, Mint1-CaV2.2; higher % means a stronger effect. Voltage-dependent N-type calcium channel subunit alpha-1B (Homo sapiens). inhibition, % at 20 µM; hits with a dose series show IC50 in µM; in the data active = inhibition mostly above about 51%, no sharp cut-off; inconclusive = no clear call, values can overlap the other calls; inactive = mostly below about 53%; also: some results filed as inactive read as strong as hits
Siah-1 displacement – Siah-1 peptide-binding antagonists, primary screen, biochemical, fluorescence polarization, rhodamine-plectin, uHTS (AID 1817) | Siah-1 / rhodamine-plectin peptide fluorescence polarization; higher % means a stronger effect | 290,000 compounds, 0.02% hits | displacement, % at 20 µM; hits with a dose series show IC50 in µM | E3 ubiquitin-protein ligase SIAH1 (Homo sapiens);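 active = displacement of at least 50% at 20 µM, with a fluorescence ratio check between 0.3 and a set limit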;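 also: plate controls were Siah plus tracer with DMSO for no effect and tracer alone without Siah for full effect; strong numbers were not always called active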
PMI inhibition – human PMI inhibitors, high substrate, primary screen, biochemical, fluorescence intensity, high mannose 6-phosphate (AID 1220); inhibition, % at 20 µM; hits with a dose series show IC50 in µM; Mannose-6-phosphate isomerase (Homo sapiens); recombinant PMI enzyme, coupled fluorescence intensity; higher % means a stronger effect; 190,000 compounds, 0.66% hits
Dynein cargo inh cytoplasmic EGFP – recorded beside Dynein cargo inh, whose call it bears; z-score; measured here: cytoplasmic GR-EGFP intensity; stronger effect = higher value
Dynein cargo inh nuclear GR-EGFP – further read-out of Dynein cargo inh, marked with its call; z-score; measured here: nuclear GR-EGFP intensity;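 lower value marks the stronger effect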
Dynein cargo inh cell count – second read-out of Dynein cargo inh, no call of its own (marks repeat the call); z-score; measured here: cell count per field
An asterisk follows results filed as active; ? = inconclusive; . = no result given. Rule as the data show it, unless noted: active = inhibition above about 50%; inactive = the rest.

SMILES | XIAP displacement | human PMI inhibition | P. falciparum M1AAP | P. falciparum M17LAP | Dynein cargo inh | Dynein cargo inh cytoplasmic EGFP | Dynein cargo inh nuclear GR-EGFP | Dynein cargo inh cell count | LYP phosphatase | AID2073 | Siah-1 displacement | PMI inhibition
COc1cccc(OC)c1NC(=O)Cc1nn(C)c(=O)c2ccccc12 | -4.6% | 9% | 8% | 1% | 0.43 | -0.25 | 0.25 | 0.29 | -6% | -6% | 1% | 8%
CCC1(CC)C(=O)NN(c2ccccc2)C1=O | -1.8% | 3% | -1% | 2% | -0.32 | -0.21 | 0.4 | -0.82 | -3% | -1% | 4% | 6%
NC(=O)c1ccc[n+](CC(=O)OCCC23CC4CC(CC(C4)C2)C3)c1 | -2.4% | -5% | -2% | 6% | 0.18 | -0.18 | 0.82 | -0.36 | 4% | -2% | 0% | -9%
CCOC(=O)CN(C(=O)CNC(=O)c1ccco1)C(C(=O)NC1CCCCC1)c1cccs1 (stereo unspecified) | -0.8% | -6% | 2% | -2% | 0.37 | -0.25 | 0.14 | 0.18 | -7% | 5% | -5% | -3%
O=C(Nc1ccc(Cl)cc1)C1=Cc2ccccc2OC1 | -2.4% | 11% | 12% | 13% | -0.5 | -0.15 | -0.19 | 0.69 | -8% | -1% | -4% | 10%
O=C(/C=C/c1ccc(N2CCCCC2)c([N+](=O)[O-])c1)c1ccc(O)cc1 | -4.0% | 14% | 10% | 7% | -3.7* | 0.71* | -2* | 0.04* | 0% | 13% | -4% | 13%
NS(=O)(=O)c1ccc(CCNC(=O)CSc2ncnc3ccccc23)cc1 | -6.7% | 8% | 3% | 2% | 2.6 | 0.17 | 3.3 | -1.1 | -2% | 9% | -7% | 1%
Cc1ccc2c(c1)C1CN(C)CCC1N2C(=O)c1cccc(S(=O)(=O)N(C)C)c1 (stereo unspecified) | -2.1% | 2% | 0% | 7% | 0.17 | -0.31 | 0.37 | 0.37 | -1% | -12% | -3% | 2%
CCN(CC)CCn1c(-c2ccc(C)cc2)nc(=S)c2c1CC(C)(C)OC2 | . | . | 1% | 9% | -0.022 | -0.13 | -0.18 | -0.1 | 0% | 11% | 3% | .
CCn1c(SCC(=O)C(C)(C)C)nnc1-c1cccnc1 | -3.7% | 2% | -1% | -3% | -0.7 | -0.15 | -0.29 | -0.011 | -10% | -1% | -4% | 0%
Fc1ccc(Nc2ccc3ccccc3n2)c(F)c1 | -10% | -17% | -3% | 0% | 0.43 | -0.29 | -0.13 | 0.21 | -7% | -4% | 7% | -2%
Cc1ccc(S(=O)(=O)N2CCN(C(=S)NCc3ccc4c(c3)OCO4)CC2)cc1 | -4.2% | 1% | -5% | 0% | 0.32 | -0.36 | -0.39 | 0.03 | -2% | 11% | 3% | -7%
CCCCOc1cccc(C(=O)Nc2ccc(N3CCN(CC)CC3)cc2)c1 | 0.0% | 14% | 1% | -8% | -0.8 | -0.22 | -0.15 | 0.69 | 1% | -12% | 0% | 8%
COc1ccc(CCNC(=O)CCc2ccc(S(=O)(=O)NC(C)C)cc2)cc1 | 3.7% | 6% | 11% | 10% | 0.13 | -0.2 | 0.79 | -0.19 | -6% | 2% | 1% | 3%
O=c1[nH]c2ccccc2n1C1CCCCC1 | -2.1% | 9% | 1% | -6% | 1 | -0.0058 | 0.86 | 1.2 | -7% | ? | -7% | 8%
CCCSc1nc2c(c(=O)[nH]c(=O)n2C)n1CC(O)COc1ccccc1 (stereo unspecified) | . | . | 2% | 2% | 0.5 | -0.17 | 0.0096 | 0.23 | -1% | -38% | 4% | .
Cc1nc2ccc(NC(=O)c3nn(CC(C)C)c(=O)c4ccccc34)cc2s1 | -4.7% | 4% | 0% | 1% | 0.13 | -0.21 | 0.23 | -0.43 | 8% | -6% | 3% | -4%
CC1=Nc2ccccc2N=C(NC(=O)CSc2nnnn2-c2ccccc2)C1c1ccccc1 (stereo unspecified) | -8.6% | 10% | 8% | 0% | -0.29 | 0.037 | 0.22 | 1.2 | 8% | -2% | 1% | 10%
O=C(NCCCn1ccnc1)c1cn(Cc2ccc(F)cc2)nn1 | 0.7% | -13% | 9% | 5% | -0.15 | -0.19 | 0.044 | 0.49 | -6% | -4% | 2% | -1%
O=C(COc1ncnc2ccccc12)c1ccc2c(c1)OCCO2 | -1.3% | -16% | 4% | 13% | 0.38 | -0.34 | 0.33 | 0.46 | 3% | 32% | -2% | -20%

Reformatted as tab-separated lines: part of the list above.
SMILES	XIAP displacement	human PMI inhibition	P. falciparum M1AAP	P. falciparum M17LAP	Dynein cargo inh	Dynein cargo inh cytoplasmic EGFP	Dynein cargo inh nuclear GR-EGFP	Dynein cargo inh cell count	LYP phosphatase	AID2073	Siah-1 displacement	PMI inhibition
Cc1nc2ccc(NC(=O)c3nn(CC(C)C)c(=O)c4ccccc34)cc2s1	-4.7%	4%	0%	1%	0.13	-0.21	0.23	-0.43	8%	-6%	3%	-4%
CC1=Nc2ccccc2N=C(NC(=O)CSc2nnnn2-c2ccccc2)C1c1ccccc1 (stereo unspecified)	-8.6%	10%	8%	0%	-0.29	0.037	0.22	1.2	8%	-2%	1%	10%
CCOC(=O)CN(C(=O)CNC(=O)c1ccco1)C(C(=O)NC1CCCCC1)c1cccs1 (stereo unspecified)	-0.8%	-6%	2%	-2%	0.37	-0.25	0.14	0.18	-7%	5%	-5%	-3%
CCn1c(SCC(=O)C(C)(C)C)nnc1-c1cccnc1	-3.7%	2%	-1%	-3%	-0.7	-0.15	-0.29	-0.011	-10%	-1%	-4%	0%
Cc1ccc2c(c1)C1CN(C)CCC1N2C(=O)c1cccc(S(=O)(=O)N(C)C)c1 (stereo unspecified)	-2.1%	2%	0%	7%	0.17	-0.31	0.37	0.37	-1%	-12%	-3%	2%

Remaining list, next part
SMILES | XIAP displacement | human PMI inhibition | P. falciparum M1AAP | P. falciparum M17LAP | Dynein cargo inh | Dynein cargo inh cytoplasmic EGFP | Dynein cargo inh nuclear GR-EGFP | Dynein cargo inh cell count | LYP phosphatase | AID2073 | Siah-1 displacement | PMI inhibition
Cc1c(CC(C)C)nc(N)c(C#N)c1-c1ccccc1 | -2.0% | 18% | 3% | 13% | 0.36 | -0.3 | -0.018 | 0.94 | -3% | 25% | 1% | 9%
CN(Cc1nc2ccccc2n1C)S(C)(=O)=O | -1.2% | 9% | 2% | 15% | -0.61 | 1.4 | -0.0088 | 0.18 | -8% | 28% | 3% | 4%
O=C(c1ccc(Cl)cc1)C1CCN(C(=O)NC2CCCCC2)CC1 | -5.7% | 5% | 4% | 4% | -0.36 | -0.26 | -0.27 | 0.11 | -1% | 1% | 3% | 10%
c1csc(C2Nc3cccc4cccc(c34)N2)c1 | -7.6% | 11% | 16% | 12% | 0.25 | -0.18 | 0.69 | -1.1 | 1% | 48% | 58% | 12%
CC(=O)c1c(C)[nH]c(C(=O)CSc2nc3ccccc3c(=O)n2CCCO)c1C | 1.5% | -1% | 1% | -1% | -0.23 | -0.31 | -0.56 | 0.05 | -5% | 13% | 11% | 5%
O=C1/C(=N\S(=O)(=O)c2cccs2)C([n+]2cccc(Cc3ccccc3)c2)=C([O-])c2ccccc21 | . | . | 2% | -1% | -0.075 | 0.14 | -0.015 | 0.7 | -9% | -16% | 36% | .
O=C1c2ccccc2-c2onc3ccc(NCc4ccco4)c1c23 | 76% | 25% | 11% | 16% | -6.6 | 19 | -0.11 | 0.66 | -9% | 44% | 103% | 58%*
Clc1ccc(-c2nn3c(-c4ccccn4)nnc3s2)c(Cl)c1 | -2.6% | -4% | . | . | . | . | . | . | 3% | 25% | 3% | -10%
O=C(O)c1cccc(Nc2nc(N3CCOCC3)nc(N3CCOCC3)n2)c1 | -4.7% | -3% | 4% | 9% | -0.71 | -0.11 | 0.075 | 0.26 | -8% | 0% | 4% | -6%
O=C(Nc1cccnc1)c1ccc(Cl)cc1[N+](=O)[O-] | -2.2% | -19% | -5% | -1% | 0.69 | -0.22 | 0.54 | -0.45 | -6% | 0% | 14% | 1%
O=C(NCc1ccccc1)NCC12CC3CC(CC(C3)C1)C2 | -3.1% | 2% | 6% | 0% | 1.6 | -0.2 | 0.66 | -0.42 | -1% | 0% | 4% | 0%
Cc1ccc(C(=O)Nc2cccc(C(F)(F)F)c2)cc1NC(=O)c1csc(-c2ccncc2)n1 | . | . | 4% | -7% | 0.24 | -0.69 | 0.23 | -0.13 | -4% | 13% | 6% | .
Cc1csc(SCc2nnc(-c3ccc(Cl)cc3)o2)n1 | -5.4% | 9% | 1% | 10% | 0.17 | -0.35 | 0.23 | 0.4 | -2% | 19% | -1% | 3%
O=C(NC(c1ccccc1)c1ccccc1)C1CCCC1 | -2.0% | 10% | -3% | -8% | -0.91 | -0.28 | -0.69 | 1 | 2% | 24% | 7% | -1%
C=CCn1c(SCC#N)nc2sc(CC)cc2c1=O | -6.5% | 6% | 8% | 8% | -0.48 | -0.23 | -0.038 | 0.9 | -3% | 11% | 3% | 3%
Cc1ccc(S(=O)(=O)NNC(=S)Nc2cccc(C)c2C)cc1 | . | . | 4% | 2% | -0.28 | -0.23 | 0.22 | 0.36 | 3% | -12% | -3% | .
c1coc(-c2nnc(-c3cccs3)o2)c1 | -0.5% | 25% | 2% | -34% | -0.18 | -0.21 | -0.15 | 0.58 | -10% | 6% | -4% | 16%
CCNc1nc(Oc2ccc(C#N)cc2)cc(C(F)(F)F)n1 | 1.5% | 18% | 1% | -3% | -0.81 | -0.36 | 0.096 | 0.76 | 0% | -2% | 6% | 22%
COCCSc1nc2c(c(=O)[nH]c(=O)n2C)n1CCC(C)C | -2.0% | 0% | 9% | -5% | -0.096 | -0.095 | 0.19 | -0.58 | -8% | -4% | -2% | -4%

Screens as filed in PubChem BioAssay.
